Screens (PubChem)
Hsp90 Hop PPI = qHTS Assay for Disrupters of an Hsp90 Co-Chaperone Interaction | Hsp90 C-terminal peptide / TPR2A (Hop) interaction, human | AlphaScreen TPR2A-His6 binding biotin-Hsp90 C-terminal peptide | Potency, µM (top dose mostly 57 µM), inactives show at the highest dose activity change, negative = inhibition | actives 0.44% (n = 71,000) | AID 595, 2007; active = well fitted curve in either direction with a large enough effect; inconclusive = small, poorly fitted or top-dose-only effect, or another doubt; also: potency is read from the fitted curve at half-maximal effect; % is scaled to controls: 0 for no effect and ±100 for the full control effect; many of its hits are not listed in these tables
BRCT inh red = qHTS Assay for Inhibitors of BRCT-Phosphoprotein Interaction (Red Fluorophore); Potency, µM (titrated, usually from 76.9 µM), for inactives: at the top dose activity change, negative = inhibition, actives largely listed as inhibitors; AID 892, 2007; BRCT-phosphopeptide binding, red fluorescence polarization; Breast cancer type 1 susceptibility protein (Homo sapiens), P38398; actives 0.03% (n = 75,000); also: % is scaled to controls: 0 for no effect and ±100 for the full control effect
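Rhodamine-labelled pBACH1 10-mer (100 nM) bound to BRCT domain (100 nM) at pH 7.3; compounds incubated 12 min room temperature, polarization read. Free peptide defines full inhibition; unlabelled decapeptide titrated as control.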
BRCT inh green = qHTS Assay for Inhibitors of BRCT-Phosphoprotein Interaction (Green Fluorophore). Breast cancer type 1 susceptibility protein (Homo sapiens), P38398. BRCA1 BRCT-phosphopeptide binding, green fluorescence polarization. Potency, µM (titrated, usually from 76.9 µM), without a hit: at the highest dose activity change, negative = inhibition, hits mostly inhibitors. actives 0.05% (n = 75,000). AID 875, 2007;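 also: potency is read from the fitted curve at half-maximal effect; plate controls were peptide without protein for full effect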
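Compounds were incubated for 12 min at room temperature with a complex of 100 nM fluorescein-tagged pBACH1 decapeptide and 250 nM His-tagged BRCT protein. Buffer was phosphate pH 7.3 with EDTA, DTT and Tween 20. Disruption of binding lowers the polarization signal.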
GFP derepression = qHTS Assay for Epigenetic Modulators | Potency, µM (highest dose often 46.1 µM), without a hit: top-dose GFP derepression (activation) | AID 597, 2007 | actives 0.09% (n = 68,000) | mouse C127i GFP locus derepression, cytometry, 30 h; also: % of control where 0% means no effect
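Locus derepression in mouse mammary C127i cells whose integrated CMV-GFP reporter is normally silent; GFP expression after 30 h compound treatment was quantified by counting fluorescent cells.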
HADH2 inh = qHTS Assay for Inhibitors of HADH2 (Hydroxyacyl-Coenzyme A Dehydrogenase, Type II); 3-hydroxyacyl-CoA dehydrogenase type-2 (Homo sapiens), Q99714; recombinant HADH2, NADH fluorescence, beta-hydroxybutyryl-CoA; Potency, µM (series often up to 57.1 µM), inactives show at the highest dose activity change, negative = inhibition, usual class: inhibitors; actives 3.4% (n = 73,000); also: potency is read from the fitted curve at half-maximal effect; % is scaled to controls: 0 for no effect and ±100 for the full control effect; nearly all actives have a fitted effect of over 60% in size; many of its hits are not listed in these tables
Target sequence (Q99714 whole entry, looked up, one chain of several): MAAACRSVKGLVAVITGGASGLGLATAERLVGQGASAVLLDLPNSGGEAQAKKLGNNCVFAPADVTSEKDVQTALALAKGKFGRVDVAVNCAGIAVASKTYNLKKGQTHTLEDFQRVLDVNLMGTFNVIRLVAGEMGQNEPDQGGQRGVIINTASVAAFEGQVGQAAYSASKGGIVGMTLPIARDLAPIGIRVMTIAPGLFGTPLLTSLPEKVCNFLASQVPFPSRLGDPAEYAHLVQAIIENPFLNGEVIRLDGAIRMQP
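Buffer 100 mM Tris-HCl pH 9.0/0.01% Tween-20; HADH2 20 nM; NAD+ 1 mM; beta-hydroxybutyryl-CoA 90 uM (all final). 15 min cpd preincubation, RT.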
USP2a inhib = qHTS Assay for Inhibitors of Ubiquitin-specific Protease USP2a; AID 927, 2007; Potency, µM (doses to about 38.3 µM), inactives show at the highest dose activity change, negative = inhibition, hits mostly inhibitors; Ubiquitin carboxyl-terminal hydrolase 2 (Homo sapiens), O75604; actives 0.1% (n = 60,000); USP2a enzymatic assay, qHTS inhibition;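 also: potency is read from the fitted curve at half-maximal effect; nearly all actives have a fitted effect of over 60% in size; plate controls were DMSO for no effect and NEM full inhibition control for full effect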
Target sequence (O75604 whole entry, looked up): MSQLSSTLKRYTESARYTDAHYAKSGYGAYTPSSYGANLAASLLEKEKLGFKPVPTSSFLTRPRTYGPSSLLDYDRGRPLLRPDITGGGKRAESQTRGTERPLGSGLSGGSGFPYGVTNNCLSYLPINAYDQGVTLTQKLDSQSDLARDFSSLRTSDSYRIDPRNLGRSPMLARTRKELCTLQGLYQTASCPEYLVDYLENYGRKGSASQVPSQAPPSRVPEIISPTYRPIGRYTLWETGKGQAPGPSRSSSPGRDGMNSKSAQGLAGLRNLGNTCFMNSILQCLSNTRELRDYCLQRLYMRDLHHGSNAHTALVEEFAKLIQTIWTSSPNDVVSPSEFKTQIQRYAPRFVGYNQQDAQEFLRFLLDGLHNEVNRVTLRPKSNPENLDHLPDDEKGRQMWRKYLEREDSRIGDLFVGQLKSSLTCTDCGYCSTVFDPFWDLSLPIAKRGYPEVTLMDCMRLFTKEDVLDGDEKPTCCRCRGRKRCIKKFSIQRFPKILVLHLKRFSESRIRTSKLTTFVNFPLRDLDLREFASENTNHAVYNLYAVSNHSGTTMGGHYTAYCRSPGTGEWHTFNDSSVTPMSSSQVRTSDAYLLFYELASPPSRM
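Coupled readout: USP2-cleaved Ub-PLA2 (20nM final) turns over NBD C6-HPC (20uM final), Ex 460nm/Em 535nm after 2.5 h, time-zero read flagging artifacts. Enzyme (20nM final, pH 8.0 Tris) given 30 min RT with compound first; NEM defines full inhibition.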
Pol III holo inh = qHTS Assay for Inhibitors of DNA Polymerase III Holoenzyme System; reconstituted DNA polymerase III holoenzyme replication, biochemical; Potency, µM (titrated, usually from 57.1 µM), for the others: at the highest dose activity change, negative = inhibition; actives 0.25% (n = 71,000); AID 603, 2007; also: potency is read from the fitted curve at half-maximal effect; % is scaled to controls: 0 for no effect and ±100 for the full control effect
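Reconstituted *E. coli* holoenzyme (0.35 nM Pol III, 1 nM beta, 154 nM SSB, 2 nM primase) was preincubated with compound for 15 min at RT. Synthesis on 1.4 nM ssM13Gori ran 35 min, then was stopped with PicoGreen/EDTA and read as dsDNA fluorescence.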
15-hLO inh = qHTS Assay for Inhibitors of 15-hLO (15-human lipoxygenase); purified 15hLO-1, xylenol orange hydroperoxide absorbance; Potency, µM (doses to about 57.1 µM), without a hit: at the highest dose activity change, negative = inhibition, usual class: inhibitors; actives 1.4% (n = 74,000); also: potency is read from the fitted curve at half-maximal effect; % is scaled to controls: 0 for no effect and ±100 for the full control effect; nearly all actives have a fitted effect of over 55% in size
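Hydroperoxide formed from arachidonic acid (50 uM) by purified human 15hLO-1 (40 nM) oxidizes ferrous iron, and the ferric-xylenol orange complex is read at 573 versus 405 nm. Compounds were preincubated 15 min; reaction ran 6 min at room temperature.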
HBB splice mod = qHTS Assay for Modulators of Hemoglobin Beta Chain Splicing; actives 0.06% (n = 65,000); Potency, µM (series often up to 46.1 µM), inactives show at the top dose activation, hits mostly activators; HBB splicing reporter cell assay, activation; EGFP reporter with mutant IVS2-654 intron; response scale: normalised to 500 nM splice-correcting PNA; also: potency is read from the fitted curve at half-maximal effect; 0% is about no effect
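HeLa cells stably expressing EGFP interrupted by mutant beta-globin intron 2 (IVS2-654), 500/well in 2% FCS. Treated with compound for 2 days at 37C. Splicing correction scored as total well GFP intensity (488 nm excitation, 500-520 nm emission); 500 nM antisense PNA served as control.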
CRE-bla Fsk = Cell signaling CRE-BLA (Fsk stim). AID 662, 2007. CHO CRE-bla reporter (cAMP response element driving beta-lactamase), forskolin EC10, beta-lactamase ratio. Potency, µM (series often up to 38.2 µM), for inactives: at the top dose activity change, negative = inhibition, usual class: activators. actives 2.5% (n = 71,000); active = well fitted activation curve with a large enough effect in the signal ratio, with a control signal flat, not every such curve was filed as active; inconclusive = small, poorly fitted or top-dose-only effect, or effect the other way, or a change in a side signal; the % refers to the signal ratio; also: potency is read from the fitted curve at half-maximal effect; % of control where 0% means no effect
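Forskolin analogue NKH 477 at EC10 stimulated CRE-driven beta-lactamase in CHO cells alongside compound dilution series. Beta-lactamase was measured with CCF4, excitation 405 nm, emission ratio 460/530 nm.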
Ub-GFP proteasome = Ubiquitin-GFP Assay; Ubiquitin-GFP reporter cells, proteasome inhibition, GFP fluorescence; response scale: untreated = 0%, 10 µM MG-132 = 100%; Potency, µM (series often up to 45.9 µM), inactives show at the top dose activation (GFP accumulation), most hits filed as activators; 67,000 tested, under 10 active; active = well fitted activation curve with a large enough effect, not every such curve was filed as active; inconclusive = small, poorly fitted or top-dose-only effect, or another doubt; inactive = no such curve, though single readings can be large or run the other way; also: potency is read from the fitted curve at half-maximal effect
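Proteasome block read as GFP accumulation: ubiquitin(G76V)-GFP U2OS cells exposed to compound (2.9 nM–46 uM) for 4 hr at 37 C. Normalization used untreated cells as 0% and 10 uM MG-132 as 100%; concentration-response curves fitted.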
* = called active by the depositor; u = inconclusive; x = no result given; [ ] = remark or other dose. Unless noted, calls follow the shape of the dose curve; as a rule, active = well fitted curve in the direction sought with a large enough effect; inconclusive = small, poorly fitted or top-dose-only effect, or another doubt; inactive = no such curve, though single readings can be large; an effect the other way counts as inactive or inconclusive.

| item | compound | Hsp90 Hop PPI | BRCT inh red | BRCT inh green | GFP derepression | HADH2 inh | USP2a inhib | Pol III holo inh | 15-hLO inh | HBB splice mod | CRE-bla Fsk | Ub-GFP proteasome |
| --- | --- | --- | --- | --- | --- | --- | --- | --- | --- | --- | --- | --- |
| 1 | CCCNS(=O)(=O)c1ccc(CCC(=O)NCC2CCCO2)cc1 (configuration not stated) | -2% | -0.5% | -0.7% | -3% | -14% | 4% | 3% | -1% | x | -5% | 1% |
| 2 | CCc1nc2ccccc2n(CCOCCOCCn2c(=O)c(CC)nc3ccccc32)c1=O | -2% | -0.1% | -0.4% | 2% | -17% | 15% | -7% | 1% | -1.5%[0.369 µM] | u | x |
| 3 | O=c1[nH]c2[nH]c(=S)[nH]c(=S)c2[nH]1 | -2%[11 µM] | 0.3%[15.4 µM] | -1.7%[15.4 µM] | 0%[9.22 µM] | 0.79µM* | x | -2%[11.4 µM] | u | -3.2%[9.22 µM] | u | 4%[9.17 µM] |
| 4 | COC(=O)NCc1cccc(CNC(=O)OC)c1 | -6% | 0.6% | -4.9% | 3% | 6% | 6% | 6% | 8% | -1.7% | 11% | -8% |
| 5 | COc1ccc(OC)c2sc(N3CCN(c4ccccc4)CC3)nc12 | 0% | 0.7% | -2.8% | 1% | u | 1% | -4% | u | 2.4% | u | -5% |
| 6 | Cc1nc(C)n(CC(O)COc2ccc3ccccc3c2)n1 (configuration not stated) | -2% | -0.2% | 0.7% | 3% | 18% | 1% | 1% | 0% | 3.6% | -1% | -9% |
| 7 | CN(C)CCCNCCCNC(=O)c1ccncc1 | 0% | -0.4% | -3.7% | -1% | -1% | -5% | -1% | 18% | x | 2% | 3% |
| 8 | CCC(CC)C(=O)Nc1cc(C(=O)OC)cc(C(=O)OC)c1 | 0% | -0.7% | 0.7% | -3% | 13% | 12% | 1% | -4% | -0.3% | u | 3% |
| 9 | COc1ccc(-n2ncc3c(=O)n(CC(=O)OCc4ccccc4)cnc32)cc1 | 4% | -1.7% | 3.2% | -1% | 0% | -10% | -5% | -3% | -1.9% | -2% | -4% |
| 10 | Clc1ccc(CSc2nnc(-c3ccncc3)o2)cc1 | 16% | -1.8% | 2.1% | 6% | 5% | 20% | -3% | -7% | 1.7%[57.5 µM] | -19% | 0% |
| 11 | COc1cccc(NC2=NCC(=O)N2Cc2cccs2)c1 | -5% | -0.5% | 0.5% | 4% | -4% | -9% | -3% | -9% | -0.3%[57.5 µM] | -3% | -5% |
| 12 | O=C(O)c1nc2ccccc2nc1C(=O)O | -3% | 0.7% | 0.3% | 2% | -10% | -11% | -8% | 9% | -0.3% | -10% | 4% |
| 13 | CCc1c2c(nc3cccc(OC)c13)OC(CC)C2 (configuration not stated) | -5% | -1.0% | 0.1% | x | u | x | -1% | x | -0.7% | -6% | x |
| 14 | CN(C)Cc1ccccc1-c1nc(NCc2ccccc2)c2ccccc2n1 | -5% | 0.7% | 7.0% | -3%[9.22 µM] | 8% | 32%[activator] | -14% | 11% | -1.0% | 8% | -1% |
| 15 | CCOC(=O)C1CCN(c2ncnc3c2oc2ccc(Cl)cc23)CC1 | 2% | 1.5% | 1.2% | 0% | u | 11% | 2% | 0% | 2.6%[1.84 µM] | u | 7% |
| 16 | Cc1ccc2cc(CN(CCN3CCOCC3)C(=O)NCc3ccccc3)c(=O)[nH]c2c1C | u | -0.2% | 2.0% | 1% | -4% | 21% | 3% | -6% | -0.4%[57.5 µM] | -9% | 2% |
| 17 | O=S(=O)(c1cccs1)N1CN(CC2CCCO2)c2nc3ccccc3nc21 (configuration not stated) | -2% | -0.6% | -2.5% | 0% | u | 4% | -2% | -13% | -0.3%[57.5 µM] | u | -1% |
| 18 | O=C(CC(c1ccc(F)cc1)c1ccco1)N1CCOCC1 (configuration not stated) | -8% | -0.1% | -0.3% | 3% | 10% | -1% | -4% | 1% | 0.6% | -3% | -5% |
| 19 | CSc1nccc(Nc2ccccc2)c1C#N | 1% | -0.7% | -0.3% | 2% | -6% | -4% | 3% | 7% | -3.3%[0.369 µM] | 21% | -3% |
| 20 | Cc1cccc(CNc2nc(-c3cccc(NS(C)(=O)=O)c3)nc3ccccc23)c1 | -9% | 1.0% | 2.1% | 8%[9.22 µM] | -20% | u | 15% | -19% | 0.0% | u | 11% |
| 21 | FC(F)(F)c1cc(-c2ccco2)nc(NCc2cccnc2)n1 | -9% | -0.5% | 9.0% | 2% | 9% | 14% | -15% | u | -2.1% | 18% | 8% |
| 22 | Cc1cc(NC(=O)c2cc(-c3cccs3)on2)no1 | -7% | -0.8% | -3.1% | 3% | 2% | 10% | 0% | -11% | 1.0% | 18% | -1% |
| 23 | Cc1cc(C(=O)CSc2nnc(-c3ccccc3)n2-c2ccccc2)c(C)n1-c1ncn[nH]1 | -7% | 2.3% | -2.7% | -2% | u | 30% | -18% | 7% | 0.3%[57.5 µM] | 19% | 3% |
| 24 | O=C(O)c1cscc1Cc1cccs1 | -1%[11 µM] | 0.0%[15.4 µM] | -0.6%[15.4 µM] | 0%[9.22 µM] | 2%[11.4 µM] | x | 14%[11.4 µM] | 2%[11.4 µM] | 1.0%[9.22 µM] | -1%[7.6 µM] | 2%[9.17 µM] |
| 25 | C=CCSC1=N/C(=C\C=C\c2ccco2)C(=O)S1 | u | -10% | -3.7% | 0% | 7.9µM* | u | u | 20µM* | -1.2% | -10% | -9% |
| 26 | CN(C(=O)COc1ccccc1)c1nnc(-c2ccncc2)s1 | 4% | -1.2% | -2.9% | -2% | x | -15% | -6% | -4% | x | -1% | 1% |
| 27 | O=C(c1cnc2n(c1=O)CCS2)N(C1CCCCC1)C1CCCCC1 | -6% | 0.4% | -0.7% | x | -16% | x | -4% | -7% | -0.3% | -17% | -7% |
| 28 | O=C(c1ccco1)N1CCN(C(=O)C(Sc2ccccc2)c2ccccc2)CC1 (configuration not stated) | -4% | -1.5% | 0.4% | 3% | -7% | 14% | -1% | -1% | -0.7% | -6% | -6% |
| 29 | O=C(CSc1nnc(CNc2ccc(Cl)cc2)o1)Nc1nc2ccccc2s1 | 0% | -1.5% | -1.8% | 0% | 6% | 9% | -1% | 8% | 5.1% | -5% | -4% |
| 30 | O=C(O)c1ccc(Nc2ccnc3cc(Cl)ccc23)cc1O | 4%[11 µM] | 1.8%[15.4 µM] | -1.8%[15.4 µM] | 0%[9.22 µM] | 4%[11.4 µM] | x | 9%[11.4 µM] | 9%[11.4 µM] | 0.4%[9.22 µM] | 0%[7.6 µM] | -10%[9.17 µM] |
| 31 | O=C(Nc1ccccc1)NC1(C(=O)NCc2ccc3c(c2)OCO3)CCCCC1 | -4% | 1.1% | -1.6% | 3% | -11% | 77%[activator] | -3% | -2% | x | -11% | -1% |
| 32 | N#CC1=C(N)Oc2cc(O)ccc2C1C1CCCCC1 (configuration not stated) | -1% | -1.8% | -3.2% | 2% | 0% | -16% | -6% | u | -0.3%[9.22 µM] | -9% | -2% |
| 33 | Cc1cc(=O)n2[nH]c(-c3ccc(Cl)cc3)cc2n1 | -8% | -3.8% | 4.3% | 0% | 21% | 3% | 0% | -6% | -0.4% | u | -4% |
| 34 | CSc1nc(N)c2ncn([C@H]3O[C@H](COP(=O)(O)OP(=O)(O)O)[C@@H](O)[C@@H]3O)c2n1 | -4% | -1.1% | -2.2% | 1% | 2% | x | -3% | -3%[25.6 µM] | x | u | -5% |
| 35 | COc1cccc(C2C(C#N)=C(N)Oc3cc(C)n(Cc4ccccn4)c(=O)c32)c1OC (configuration not stated) | -2% | -0.2% | -1.7% | 2% | -5% | 4% | -1% | 0% | 5.3%[0.369 µM] | -14% | -11% |

The list is partial. The share of hits here may be higher or lower than overall.
